# From PubChem BioAssay
# MC4R antagonist = human MC4R antagonism in cAMP assay; inhibition, % at 6.5 µM; P32245; MC4R-expressing cells, MTII-stimulated cAMP, LANCE TR-FRET; 360,000 compounds, 0.48% hits;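 active means inhibition above its plate's cutoff, the mean of tested wells on that plate plus 3 SD, cut at about 29% in these data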;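 further: 0% = Melanotan II alone and 100% = Melanotan II plus saturating MCL0020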
#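 system = U2OS cells with stable human MC4R expression | also added = Melanotan II challenge after compound preincubation | dosing = one concentration, 6.5 µM nominal | incubation = compound 30 min, challenge 1 h, detection 1 h | measured by = TR-FRET with Eu-cAMP and labeled anti-cAMP, 671 nm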
# m5-HT2A agonist = agonists of mouse serotonin 5-HT2A receptor (HTR2A); AID 624169; activation, % at 7.6 µM; P35363; 360,000 compounds, 0.66% hits; CHO-K1 mHTR2A beta-arrestin complementation, luminescence; percent of 30 µM serotonin response;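 active means activation above a run cutoff, the mean activation of all tested compounds plus 3 SD, cut at about 14% in these data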;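 further: 0% = plate median of compound wells and 100% = 30 µM serotonin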
# ABHD5 PLIN5 PPI = ABHD5-PLIN5 protein interaction inhibition; Split G. princeps luciferase complementation, luminescence, 4 h; AID 602281; 360,000 compounds, 0.78% hits; Q00G26+Q8WTS1; inhibition, % at 4 µM;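 active means inhibition above the mean inhibition across every tested compound plus 3 SD, cut at about 22% in these data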;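 further: 0% = DMSO only wells and the 100% control is not disclosed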
# MC4R barr agon = activates human MC4R beta-arrestin recruitment. 360,000 compounds, 0.98% hits. P32245. activation, % at 8.9 µM. U2OS MC4R beta-arrestin complementation, luminescence; percent of melanotan II response, DMSO zero. AID 540308;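 active means activation above a per-plate cutoff, the mean activation of sample wells on that plate plus 3 SD, cut at about 8% in these data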
# SRC2 inh = human SRC2 (NCOA2) inhibition; inhibition, % at 9 µM; Q15596; HEK293 GAL4-SRC2 luciferase reporter, luminescence; 370,000 compounds, 0.17% hits;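 active means inhibition above the mean inhibition of all tested compounds plus 3 SD, set per campaign, cut at about 52% in these data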;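 further: 0% = DMSO treated cells and 100% = cells given Gossypol at 36 µM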
# NOD2 RIPK2 PPI = NOD2-RIPK2 protein interaction inhibition; O43353; CHO BLA complementation NOD2-RIPK2, CCF4 ratio; inhibition, % at 4.98 µM; 360,000 compounds, 0.38% hits; AID 624267; in the data active means inhibition above about 21%;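 further: 0% = vehicle only and 100% = reference blocker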
# Glyco luc inh = N-linked glycosylation inhibition; D54 ERlucT glycosylation luciferase reporter, 24 h; percent of 100 nM tunicamycin response; reporter increase, % at 12.5 µM; 360,000 compounds, 0.23% hits; AID 588692;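 active means mean luciferase reporter signal, scaled so untreated is 0 and the glycosylation-blocking control 100, at or above a set limit in every replicate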;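 further: luciferase carries N-glycosylation sites so blocking glycosylation raises the light; 0% = median of neutral control wells and 100% = median of 100 nM tunicamycin wells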
# ABCB6 inh MLPCN = inhibitors of human ABC transporter ABCB6 | Q9NP58 | K562-ABCB6 porphyrin accumulation, flow cytometry, 1 h; hits give low values | fluorescence ratio to DMSO, % at 10 µM | 360,000 compounds, 0.19% hits | AID 602162;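 active means fluorescence ratio to DMSO below 75%, the collection mean minus 3 SD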;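 further: signal is porphyrin accumulated inside mitochondria; 100% equals median channel fluorescence of DMSO control wells; lower ratio means ABCB6 inhibition with less porphyrin fluorescence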
# Cardio protect = modulators protecting cardiomyocytes from myocardial damage. H9c2 cardiomyocytes, H2O2 injury protection, ATPLite, 2 h. protection from H2O2 cell death, % at 20 µM. 360,000 compounds, 0.63% hits;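 active means compounds giving at least 50% protection of heart cells from peroxide-induced death in the single-dose screen, raw or plate-pattern-corrected value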;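 further: 0% = DMSO wells with peroxide and 100% = DMSO wells without peroxide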
# TLR9-MyD88 inh = TLR9-MyD88 interaction inhibition. Q9NR96+Q99836. CHO BLA complementation TLR9-MyD88, CCF4 FRET ratio. inhibition, % at 4.98 µM. 340,000 compounds, 0.21% hits;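 active means inhibition above the mean over all tested compounds plus 3 SD, cut at about 21% in these data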;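 further: 0% = DMSO only wells and 100% = clavulanate BLA inhibitor control wells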
# Target sequence (Q99836 whole entry, looked up): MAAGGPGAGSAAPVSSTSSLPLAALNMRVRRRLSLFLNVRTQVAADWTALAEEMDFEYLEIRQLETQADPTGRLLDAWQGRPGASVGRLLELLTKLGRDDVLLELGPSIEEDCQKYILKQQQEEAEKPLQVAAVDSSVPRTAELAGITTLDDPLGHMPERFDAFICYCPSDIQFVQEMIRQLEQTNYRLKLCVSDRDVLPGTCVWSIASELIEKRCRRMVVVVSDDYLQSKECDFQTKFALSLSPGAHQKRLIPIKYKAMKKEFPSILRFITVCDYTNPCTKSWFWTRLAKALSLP
# Target sequence (Q9NR96 whole entry, looked up): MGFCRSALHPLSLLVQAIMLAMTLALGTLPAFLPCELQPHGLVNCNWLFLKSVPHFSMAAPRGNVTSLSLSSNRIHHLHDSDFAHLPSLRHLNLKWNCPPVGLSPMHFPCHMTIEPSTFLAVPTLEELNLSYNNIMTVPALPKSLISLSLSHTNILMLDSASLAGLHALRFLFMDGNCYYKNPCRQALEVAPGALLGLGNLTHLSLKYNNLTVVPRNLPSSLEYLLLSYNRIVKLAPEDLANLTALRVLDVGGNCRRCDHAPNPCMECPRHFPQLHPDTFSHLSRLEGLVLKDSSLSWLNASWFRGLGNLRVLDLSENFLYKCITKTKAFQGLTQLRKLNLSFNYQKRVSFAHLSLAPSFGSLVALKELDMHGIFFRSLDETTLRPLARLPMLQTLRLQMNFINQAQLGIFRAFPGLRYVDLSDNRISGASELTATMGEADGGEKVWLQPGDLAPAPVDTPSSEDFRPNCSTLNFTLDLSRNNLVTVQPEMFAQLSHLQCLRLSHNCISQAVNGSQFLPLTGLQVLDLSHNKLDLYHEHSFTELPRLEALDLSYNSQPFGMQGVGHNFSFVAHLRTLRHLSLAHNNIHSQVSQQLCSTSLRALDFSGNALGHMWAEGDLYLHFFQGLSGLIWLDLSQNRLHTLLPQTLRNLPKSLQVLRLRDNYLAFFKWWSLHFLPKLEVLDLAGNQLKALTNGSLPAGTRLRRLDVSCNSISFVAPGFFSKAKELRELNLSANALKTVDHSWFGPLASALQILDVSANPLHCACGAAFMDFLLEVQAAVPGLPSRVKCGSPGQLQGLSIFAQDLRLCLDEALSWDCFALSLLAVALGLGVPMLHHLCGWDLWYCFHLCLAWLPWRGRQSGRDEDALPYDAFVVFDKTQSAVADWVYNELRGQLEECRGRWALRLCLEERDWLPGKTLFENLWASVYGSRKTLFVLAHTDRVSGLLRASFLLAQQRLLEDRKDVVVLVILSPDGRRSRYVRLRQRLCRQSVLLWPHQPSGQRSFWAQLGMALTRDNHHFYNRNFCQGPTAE
# Numbers without * were called inactive; x = no result given. Some of the compounds tested; rates above refer to the full screens.
SMILES,MC4R antagonist,m5-HT2A agonist,ABHD5 PLIN5 PPI,MC4R barr agon,SRC2 inh,NOD2 RIPK2 PPI,Glyco luc inh,ABCB6 inh MLPCN,Cardio protect,TLR9-MyD88 inh
CCOc1ccc(NC(=O)C(=O)NCCN2CCN(S(=O)(=O)c3ccccc3)CC2)cc1,2,1,-3,1.3,8,4,1,104,-3,3
CC1CN(S(=O)(=O)c2cccc(C(=O)NCc3ccc4c(c3)OCO4)c2)CC(C)O1 (centres undefined),3,-10,-2,-2.2,6,-5,-1,82,-13,-8
COc1ccc(C(=O)Nc2ccc(S(=O)(=O)N3CCN(C)CC3)cc2)cc1[N+](=O)[O-],6,-2,0,-2.7,-8,-1,3,95,-3,-37
COc1cccc2cc(C(=O)N3CCN(c4ccccc4F)CC3)c(=O)oc12,0,2,0,-0.4,2,0,2,102,-23,7
CN(C1=NS(=O)(=O)c2ccccc21)c1ccc(OC(=O)c2ccccc2)cc1,0,-3,3,-0.4,-2,5,4,92,-2,-5
Cc1cc(=O)oc2c(C)c(OCC(=O)NC3CCN(Cc4ccccc4)CC3)ccc12,5,-9,5,-4.7,-26,-4,-1,99,2,-1
CCOC(=O)CC1CCCCN1Cc1cn(C)nc1-c1ccc2c(c1)OCCO2 (centres undefined),4,5,-5,-0.1,-3,1,2,97,2,8
Cc1cccc(S(=O)(=O)NC(=O)C2(C)CCN2C(=O)c2ccc(C3CCCCC3)cc2)c1 (centres undefined),9,4,-4,1.8,-3,-3,3,93,-12,x
O=C(NCCC(=O)N1CCN(Cc2c(F)cccc2Cl)CC1)c1ccc(Cl)cc1,-5,-3,10,2.7,-13,-4,-1,93,-5,-5
COC(=O)C1C(c2ccccc2)C=CC(c2ccccc2)C1C(=O)O (centres undefined),-2,12,-5,-0.9,3,1,2,99,2,3
CC(C)N(C(=O)Cn1cc(S(=O)(=O)CC(=O)NC2CCCCC2)c2ccccc21)C(C)C,1,-5,-1,0.7,-12,1,0,99,4,-3
CCOC(=O)/C(C#N)=C/c1c(N2CCN(CC)CC2)nc2c(C)cccn2c1=O,0,-16,2,1.2,4,-6,1,102,9,-6
CN(Cc1ccccc1)C(=O)c1cccc(NC(=O)Cc2ccc(NC(=O)C3CCN(C(=O)c4ccccc4)CC3)cc2)c1,1,-2,13,-3.1,6,-4,3,106,2,0
COc1ccc(CN(C(=O)c2cnccn2)C(C(=O)Nc2ccc(F)cc2)c2ccccc2)cc1 (centres undefined),15,-1,-3,-2.9,0,3,-2,86,26,3
O=C(c1ccc(-c2cc(Cl)ccc2Cl)o1)N1CCOCC1,-2,3,9,0.5,-29,1,0,98,-4,1
CCc1ccccc1NC(=S)N(Cc1ccc(OC)cc1)CC1CCC(C(=O)O)CC1 (centres undefined),2,5,6,4.2,-18,-6,0,95,1,1
CC1CCN(S(=O)(=O)c2ccc(C(=O)NCc3ccco3)cc2)CC1,19,1,-14,-2.0,1,-8,-2,93,-8,-2
CN(CCc1ccccc1)c1cc2c(c3c1ccn3C)C1CCC2O1 (centres undefined),x,5,-7,x,10,8,3,84,-6,x
O=C(CC(=O)c1ccccc1)Nc1cccc([N+](=O)[O-])c1,11,-5,8,-1.6,-2,-8,-2,95,-8,0
CC(=O)CC(C)(C)NC(C)=S,11,-3,-4,-2.6,14,3,2,104,3,1

# Two entries from above in a different format.
# The line under a structure holds: MC4R antagonist, m5-HT2A agonist, ABHD5 PLIN5 PPI, MC4R barr agon, SRC2 inh, NOD2 RIPK2 PPI, Glyco luc inh, ABCB6 inh MLPCN, Cardio protect, TLR9-MyD88 inh
CC1CN(S(=O)(=O)c2cccc(C(=O)NCc3ccc4c(c3)OCO4)c2)CC(C)O1 (centres undefined)
    3, -10, -2, -2.2, 6, -5, -1, 82, -13, -8
COc1ccc(C(=O)Nc2ccc(S(=O)(=O)N3CCN(C)CC3)cc2)cc1[N+](=O)[O-]
    6, -2, 0, -2.7, -8, -1, 3, 95, -3, -37

# Following part
SMILES,MC4R antagonist,m5-HT2A agonist,ABHD5 PLIN5 PPI,MC4R barr agon,SRC2 inh,NOD2 RIPK2 PPI,Glyco luc inh,ABCB6 inh MLPCN,Cardio protect,TLR9-MyD88 inh
Cn1nnnc1SCC(=O)N1CCCCC1,14,2,-2,1.6,2,3,-2,98,1,10
O=C(COC(=O)c1cncc(Br)c1)NCc1ccc(Cl)cc1,6,1,-2,-0.4,-21,-4,3,91,0,-3
COc1ccccc1N(CC1CO1)S(=O)(=O)c1ccccc1 (centres undefined),2,5,-1,-3.2,-19,-11,4,96,-2,-3
c1ccc(-c2nnc(-c3ccccn3)nn2)nc1,-2,-6,-8,-0.6,-60,-2,-2,95,-11,2
COc1ccc(NC(=O)CCc2nnc3ccc(N4CCC(C)CC4)nn23)cc1,16,-5,10,3.0,0,4,1,98,-4,-11
C#Cc1ccc([C@H]2C=C(C(=O)OCC=C)O[C@@H](OCC)[C@@H]2CCCO)cc1,6,6,-7,-1.3,-12,2,-3,89,-1,-2
O=C(O)C[C@@H](CNC(=O)COc1ccc2ccc(=O)oc2c1)c1ccc(Cl)cc1,5,1,-5,-2.3,22,-5,3,97,2,8
CO/N=C/NC(=O)c1ccc([N+](=O)[O-])c(CS(=O)(=O)c2ccc(Cl)cc2)c1,11,2,-3,1.0,-28,2,0,94,2,-7
Cc1ccc(C)c(N(CC(=O)NCc2ccco2)C(=O)CCC(=O)Nc2nccs2)c1,13,6,0,3.3,16,-4,-1,99,-5,-5
Cc1ccc(CC(=S)N2CCOCC2)cc1,10,2,-3,-3.9,-6,-12,-2,102,1,0
COc1cccc(C2=NOC(C(=O)N3CCN(c4ccccc4)CC3)C2)c1OC (centres undefined),8,-2,1,0.4,11,-2,1,100,11,10
CCCCOc1ccc(S(=O)(=O)NC(=O)C2(C)CCN2C(=O)Cc2ccccc2Cl)cc1 (centres undefined),7,1,0,-1.1,-25,-5,3,99,-2,x
O=c1[nH]c(C2CCCN(S(=O)(=O)c3ccccc3F)C2)nc2c1nnn2Cc1ccccc1Cl (centres undefined),-5,-2,-10,3.1,-13,1,3,98,-2,-5
CCN(c1ccccc1)S(=O)(=O)c1cc(C(=O)Nc2ccc(Br)cc2)ccc1F,7,3,3,-0.7,24,-12,-10,95,-20,7
CCOC(=O)CN1C(=O)C(=O)N(Cc2c(F)cccc2Cl)C1=O,18,6,10,-1.1,-4,-1,2,99,1,-5
COCC(C)n1c(C)cc(C(=O)CSc2nc(C)c(C)c(C)n2)c1C (centres undefined),1,3,3,-1.4,-32,-5,-2,105,-6,10
COc1ccc(N/N=C(/Oc2ccc([N+](=O)[O-])cc2)C(C)=O)cc1,3,-2,4,-0.4,1,7,x,94,-3,-4
Nc1c(N(CCC2=CCCCC2)C(=O)COc2ccc([N+](=O)[O-])cc2)c(=O)[nH]c(=O)n1Cc1ccccc1,5,3,2,-2.2,-7,-13,-6,92,16,0
CN1CCN(CCCNc2nc3ccccc3c3nc(-c4ccccc4)nn23)CC1,4,-7,13,-2.0,-32,-17,6,97,29,5
Cc1cccc(NCc2nc3ccccc3n2Cc2ccccc2)c1,2,-6,1,3.5,-36,-8,-3,98,-11,2
Cc1cccc(Cn2c(NCC(C)O)nc3c2c(=O)n(C)c(=O)n3C)c1 (centres undefined),4,3,7,0.5,24,-9,0,106,3,6
CC1=C(C(=O)N2CCOCC2)C(c2cccs2)NC(=O)N1 (centres undefined),-4,2,-4,-1.8,-10,0,1,116,-7,4
Cc1nn(CC(O)Cn2c3c(c4ccccc42)CCN(C)C3=O)c(C)c1Br (centres undefined),1,-11,4,-0.2,16,2,-2,92,7,9
CNC(=S)NNC(=O)c1sccc1OCc1cccc(C(F)(F)F)c1,4,1,-6,-0.9,17,-8,-2,96,-5,-8
O=c1[nH]c2cc3c(cc2cc1CN(Cc1ccco1)C(=S)NCCCN1CCOCC1)OCCO3,5,-5,2,-1.2,17,-6,5,97,8,1
CC(CCCN(C)C)C(Cc1ccccc1)c1ccccc1 (centres undefined),9,-10,7,2.1,-13,-2,-2,96,-6,x
Cc1ccc(NC(=O)CN(C)C(=O)/C=C/c2cccs2)cc1,13,7,-2,2.2,4,1,0,97,0,-10
C/C=C/c1ccc(OCCCCN2CCN(CC)CC2)c(OC)c1,6,-6,3,0.1,-5,-13,-2,96,2,1
CN(C)C(CNC(=O)c1cccc(S(=O)(=O)NCc2ccccc2)c1)c1ccco1 (centres undefined),3,-9,-2,-4.3,13,-7,1,95,1,-7
CC1CCc2c(nc3nc[nH]n3c2=O)C1 (centres undefined),4,-2,4,-2.0,-2,-1,1,97,9,-15
COc1ccc(NS(=O)(=O)c2cccc(-c3n[nH]c(=S)n3Cc3ccccc3)c2)cc1,6,-2,-11,-2.0,8,9,0,93,-5,3
CCOCCCNC(=O)c1ccc(C2SCC(=O)N2Cc2ccccc2)cc1 (centres undefined),18,1,2,1.2,10,-2,2,91,5,3
Cc1ccc(CN2[C@@H](CC(C)C)COCCS2(=O)=O)cc1,-2,4,0,0.8,12,-3,2,95,-9,0
Cc1ccc(NC(=O)c2cc(=O)[nH]c3ccc(S(=O)(=O)N4CCOCC4)cc23)cc1,4,-2,-2,-4.6,-12,2,0,96,13,4
COCc1ccc(CN2CCC(C(=O)Nc3cccc(-c4cccc(Cl)c4)c3)CC2)o1,12,-10,21,4.5,33,2,-1,97,-9,3
CC(SCc1ccccc1)C(=O)N/N=C/c1cc2c(cc1Br)OCO2 (centres undefined),2,-5,-10,-0.9,5,-5,-1,92,-19,-3
COC(=O)c1ccc(-n2c(C)cc(C(=O)COC(=O)CNS(=O)(=O)c3ccc(C)cc3)c2C)cc1,5,2,-3,1.5,5,-11,1,93,-22,11
C[C@H](CO)N1C[C@H](C)[C@@H](CN(C)C(=O)C2CCCCC2)OCc2cnnn2CCCC1=O,-5,6,7,0.2,-11,-11,4,102,14,1
O=C(CNS(=O)(=O)c1cccs1)NCc1ccc(F)cc1,-6,3,3,0.1,-4,1,-1,101,4,3
COc1ccc(NC(=O)c2cc([N+](=O)[O-])ccc2NC(=O)CNCc2ccccn2)c(OC)c1,2,-4,-8,13*,-28,-1,1,90,12,3
CCC1(C)Cc2ccccc2-c2nc3n(c(=O)c21)CCCCC3 (centres undefined),-5,-2,-10,-0.4,16,-5,2,96,6,-8
C=CCNC(=O)C(=O)NCCOc1ccccc1Cl,-6,-1,6,-3.0,-18,1,11,106,6,1
COc1ccccc1NC(=O)C1=C(C)Nc2nc(-c3ccccc3)nn2C1c1ccccn1 (centres undefined),10,-2,3,-2.4,-20,2,2,94,4,3
O=C(Nc1ccc(F)cc1)Nc1cccnc1Cl,2,3,-12,0.3,-37,2,1,94,-11,-1
CCO[C@H]1OC(C(=O)O)=C[C@@H](c2csc3ccccc23)[C@@H]1CCCO,2,3,-1,-2.1,2,9,2,98,0,5
C=CCc1c(C)[nH]c2c(OC)cccc2c1=S,16,-3,-7,-2.4,-18,0,1,97,1,-5
CC(=O)Nc1ccc(NC(=O)CCN2C(=O)C3CC=CCC3C2=O)cc1 (centres undefined),1,3,-2,-4.1,18,-6,0,91,0,-4
